# TRPC4 inh: blocks the mouse TRPC4 cation channel; Q9QUQ5; HEK293 TRPC4beta/mu-opioid, DAMGO-evoked Fluo4 calcium flux; stronger effect = lower value; B-score at 10 µM; 300,000 tested, 0.39% active;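 active = B-score over 3 SD under the library average, no early fluorescence shift, positive overall ratio signal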
# Target sequence (Q9QUQ5 whole entry, looked up): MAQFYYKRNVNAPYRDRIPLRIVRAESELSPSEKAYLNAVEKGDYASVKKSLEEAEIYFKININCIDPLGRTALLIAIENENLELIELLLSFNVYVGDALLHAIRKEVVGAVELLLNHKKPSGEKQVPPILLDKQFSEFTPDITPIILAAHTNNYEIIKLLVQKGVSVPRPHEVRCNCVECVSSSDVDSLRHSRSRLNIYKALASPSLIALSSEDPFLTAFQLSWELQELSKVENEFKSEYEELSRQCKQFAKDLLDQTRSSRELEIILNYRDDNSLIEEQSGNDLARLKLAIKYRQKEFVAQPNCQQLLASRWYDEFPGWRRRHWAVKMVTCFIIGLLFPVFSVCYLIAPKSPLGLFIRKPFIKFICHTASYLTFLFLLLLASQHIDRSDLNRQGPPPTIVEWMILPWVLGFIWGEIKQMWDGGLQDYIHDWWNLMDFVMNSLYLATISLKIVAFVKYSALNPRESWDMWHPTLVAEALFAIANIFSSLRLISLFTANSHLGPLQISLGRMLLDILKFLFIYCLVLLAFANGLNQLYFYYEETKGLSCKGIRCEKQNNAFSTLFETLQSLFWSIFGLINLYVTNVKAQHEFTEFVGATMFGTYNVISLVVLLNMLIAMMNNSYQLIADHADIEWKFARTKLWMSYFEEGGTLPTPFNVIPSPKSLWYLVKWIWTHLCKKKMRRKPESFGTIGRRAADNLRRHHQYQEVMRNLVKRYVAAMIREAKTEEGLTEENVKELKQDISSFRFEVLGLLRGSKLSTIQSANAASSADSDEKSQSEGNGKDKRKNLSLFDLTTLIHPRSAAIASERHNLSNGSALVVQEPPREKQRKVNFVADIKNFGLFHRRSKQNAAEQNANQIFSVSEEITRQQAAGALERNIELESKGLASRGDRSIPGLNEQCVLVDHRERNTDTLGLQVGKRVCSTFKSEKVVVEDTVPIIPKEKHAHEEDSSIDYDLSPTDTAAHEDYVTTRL
#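 material = TRPC4beta/mu-opioid receptor HEK293 cell line | probe or stimulus = sequential submaximal and maximal DAMGO stimulation | compound dosing = one concentration per compound | measured by = Fluo4 Ca2+ flux fluorescence | evaluation = integrated fluorescence ratio relative to baseline, converted to per-well B score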
# SKKanGAS inh: blocks kanamycin growth of S. pyogenes SKKanGAS strain; BacTiter-Glo, 6 h; inhibition, % at 7.5 µM; 300,000 tested, 1.3% active; AID 1662;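 active = mean replicate score, as percent of positive control median, at least 50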;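 also: strain carries kanamycin resistance gene driven by streptokinase promoter and grows in 40 µg/ml kanamycin; loss of luminescence reflects streptokinase promoter inhibition or plain growth inhibition; 0% = median of DMSO wells and 100% = positive control at its reference dose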
# TRPC6 inhibitor: inhibitors of mouse TRPC6 channel. HEK293-TRPC6, membrane potential dye, ACh-evoked depolarization; stronger effect = lower value. B-score at 10 µM. 310,000 tested, 1.1% active. Q61143;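 active = B-score under library mean minus 3 SD, initial fluorescence not abnormally high, positive integrated signal ratio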;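 also: B-score derived from integrated fluorescence ratio over the kinetic read; more negative B-score means stronger inhibition of depolarization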
# TMEM16A inh: inhibitors of mouse TMEM16A calcium-activated chloride channel | normalized B-score (activity score, 25-100; higher = stronger inhibition) at 10 µM | 310,000 tested, 1.2% active | HEK293 TMEM16A/YFP iodide influx fluorescence, ionomycin | AID 588511;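 active = ratio plate-corrected score three or more library SD toward inhibition, starting fluorescence score within five deviations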;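 also: score derived from kinetic fluorescence span divided by baseline fluorescence per well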
# TMEM16A act: activators or potentiators of mouse TMEM16A chloride channel. HEK293 TMEM16A/YFP-H148Q/I152L, iodide quench fluorescence; stronger effect = lower value. B-score at 10 µM. 340,000 tested, 0.3% active. AID 623877;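 active = fluorescence-ratio B-score plate-corrected deviation score at least 3 library SD below zero, with starting fluorescence score within 5 deviations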;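 also: channel opened by trigger with iodide after compound preincubation; score built on the fluorescence ratio of max minus min over baseline; more negative score means more quench and so TMEM16A activation or potentiation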
# TRPC6 act: activates the mouse TRPC6 cation channel. Q61143. HEK293-TRPC6 membrane potential dye fluorescence; stronger effect = higher value. B-score at 10 µM. 310,000 tested, 0.13% active. AID 2550;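 active = B-score of the integrated fluorescence ratio above library mean plus 3 SD, and starting fluorescence ratio within library mean plus 5 SD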;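 also: higher score means more depolarization so channel activation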
# TRPC4 potent: allosterically enhances the mouse TRPC4 cation channel; Q9QUQ5; HEK293 TRPC4beta/mu-opioid, DAMGO EC20, Fluo-4 Ca2+ flux; stronger effect = higher value; B-score at 10 µM; 310,000 tested, 0.42% active;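 active = B-score of calcium response area above 5 SD of library B-scores, with initial fluorescence ratio within 5 SD of library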;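 also: B-score of integrated fluorescence ratio over time as area under calcium response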
# MrgX1 antag: human MrgX1 receptor antagonism, primary screen; Q96LB2; MRGX1-HEK293 calcium flux, Fluo-4, BAM8-22 antagonism; stronger effect = lower value; B-score at 10 µM; 310,000 tested, 1.3% active; AID 588676;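 active = calcium-response B-score plate-corrected more than 3 library SD below zero, starting fluorescence within 5 deviations, no agonist response on first addition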;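 also: peak minus trough fluorescence over baseline after final BAM8-22 challenge near maximal dose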
# MrgX1 agonist: agonists of human MrgX1 receptor. Q96LB2. MrgX1-HEK293 cells, Fluo-4 calcium fluorescence, agonist mode; stronger effect = higher value. B-score at 10 µM. 310,000 tested, 0.44% active;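 active = calcium response B-score plate-corrected fluorescence ratio at least 3 library SD, with starting fluorescence B-score inside 5 SD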
#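 Assay system: stable human MrgX1 HEK293 cell line. Quantity: 15,000 cells per well. Schedule: cells plated overnight, dye loaded 0.5 h 37 °C, 0.5 h room temperature. Detection: Fluo-4 NW calcium-flux fluorescence, kinetic read. Read-out basis: peak-minus-minimum fluorescence over baseline, converted to B scores. Control set: positive and negative control wells on each plate.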
# TRPC4 agonist: opens the mouse TRPC4 cation channel | Q9QUQ5 | HEK293 TRPC4beta/mu-opioid, Fluo4 calcium fluorescence; stronger effect = higher value | B-score at 10 µM | 310,000 tested, 0.49% active;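 active = B-score above 5 SD of library B-scores, and initial fluorescence ratio not above library mean plus 5 SD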;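 also: positive B-score marks a calcium rise read as TRPC4 activation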
#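 Incubation: 45 min room-temperature Fluo4 loading, 110 s read / System: HEK293 cells stably co-expressing mouse TRPC4beta and mu-opioid receptor / Signal: Fluo4 fluorescence, kinetic / Control set: buffer (low) and maximal DAMGO (high) / Measure: integrated baseline-normalised fluorescence ratio, converted to per-well B score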
# MrgX1 PAM: human MrgX1 positive allosteric modulation, primary screen; MrgX1-HEK293, Fluo-4 calcium flux, FDSS; stronger effect = higher value; B-score at 10 µM; 310,000 tested, 0.63% active;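 active = plate-corrected calcium response at least 3 library SD above typical, normal starting fluorescence, not activating the receptor alone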;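 also: compound read alongside a low EC10 to EC30 dose of BAM8-22 agonist; peak minus trough fluorescence over baseline measured at the second addition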
# Starred values were filed as active, the others as inactive; i = inactive; nt = no result given.
SMILES,TRPC4 inh,SKKanGAS inh,TRPC6 inhibitor,TMEM16A inh,TMEM16A act,TRPC6 act,TRPC4 potent,MrgX1 antag,MrgX1 agonist,TRPC4 agonist,MrgX1 PAM
Cc1c(C#N)c2ccccc2n1C,i,4,i,i,i,i,i,i,i,i,i
O=C(CCN=C1NS(=O)(=O)c2ccccc21)OCc1ccccc1,i,-4,i,i,i,i,i,i,i,i,i
COc1ccc(CC2(CO)CCN(Cc3cnn(C)c3)CC2)cc1,i,0,i,nt,i,i,i,nt,nt,i,nt
COc1ccc(C(=O)c2coc3ccc(OC(C)=O)cc23)cc1,i,-6,i,i,i,i,i,i,i,i,i
CCSCCOC(=O)C1=C(C)NC(=O)NC1c1ccc2c(c1)OCO2 (centres undefined),i,0,i,i,i,i,i,i,i,i,i
COc1ccc(NC(=O)c2nc[nH]c2C(=O)NCC(=O)OC(C)(C)C)cc1,i,2,i,i,i,i,i,i,i,i,i
COc1cccc(NC(=O)Cc2csc(NC(=O)Nc3ccccc3OC)n2)c1,i,-10,i,i,i,i,i,i,i,i,i
COc1ccc(C(=O)COC(=O)CCN=C2NS(=O)(=O)c3ccccc32)c(OC)c1,i,2,i,i,i,i,i,i,i,i,i
COc1ccc(NS(=O)(=O)c2cccc(C(=O)N3CCN(Cc4cc(OC)ccc4OC)CC3)c2)cc1,i,-5,i,i,i,i,i,i,i,i,i
O=C(c1ccc([N+](=O)[O-])cc1)N1CCSC1c1ccccc1 (centres undefined),i,2,i,i,i,i,i,i,i,i,i
OCc1cccc[n+]1Cc1ccccc1,i,-10,i,i,i,i,i,i,i,i,i
O=C1CCN(Cc2ccccc2)CCN1CCO,i,-3,i,i,i,i,i,i,i,i,i
C=CCOc1cccc(C(=O)N2CCCC(CNS(=O)(=O)c3cccs3)C2)c1 (centres undefined),i,7,i,i,i,i,i,i,i,i,i
O=C(Cn1cnc2ccccc21)Nc1ccc(SC(F)F)cc1,i,3,i,25*,i,i,i,i,i,i,i
O=C(NCC1CCN(C(=O)c2ccc([N+](=O)[O-])cc2)CC1)c1ccc([N+](=O)[O-])cc1,i,3,i,i,i,i,i,i,i,i,i
Cc1ccc(Cn2c(SCC(=O)N3CC(=O)Nc4ccccc43)nc3ccccc3c2=O)cc1,i,34,i,i,i,i,i,i,i,i,i
CCOC(=O)c1c(NC(=O)CN2CCOCC2)sc2c1CCCC2,i,2,i,i,i,i,i,i,i,i,7.1*
O=C(Nn1c(-c2ccc(Br)cc2)nc2ccccc2c1=O)c1ccc([N+](=O)[O-])cc1,i,-3,i,25*,i,i,i,i,i,i,i
N#CC1=C(Nc2ccccc2)SC=C(c2ccc(Br)cc2)N=C1N1CCOCC1,i,-1,i,i,i,i,i,i,i,i,i
Nc1c(Cl)ncnc1N/N=C/c1ccc2ccccc2n1,nt,nt,nt,i,i,nt,nt,i,i,nt,i
O=c1[nH]cccc1-c1nc2ccccc2n1Cc1cccc(F)c1,i,-2,i,i,i,i,i,i,i,i,i
Cc1ccc(S(=O)(=O)N2CCOCC2)cc1N/N=C(\C#N)c1nc2ccccc2[nH]1,i,0,i,i,i,i,i,i,i,i,i
O=c1c2c3nc4ccccc4nc3n(-c3ccc4c(c3)OCCO4)c2ncn1C1CCCC1,nt,nt,nt,i,i,nt,nt,i,i,nt,i
CC(C)CCN1CC(=O)N2Cc3[nH]c4ccccc4c3C[C@H]2C1=O,i,-2,i,i,i,i,i,i,i,i,i
COc1ccc(CCN(Cc2cc3ccc(C)cc3[nH]c2=O)C(C)=O)cc1OC,i,-10,i,i,i,i,i,i,i,i,i

# Next part.
SMILES,TRPC4 inh,SKKanGAS inh,TRPC6 inhibitor,TMEM16A inh,TMEM16A act,TRPC6 act,TRPC4 potent,MrgX1 antag,MrgX1 agonist,TRPC4 agonist,MrgX1 PAM
O=C(N/N=C/c1c[nH]c2ccccc12)c1cc(Br)ccc1O,i,-1,-6.3*,i,i,i,i,i,i,i,i
COc1ccc(/C=C2\Sc3ccc(C(=O)NCc4cccnc4)cc3N(C)C2=O)cc1OC,i,66*,i,i,i,i,i,i,i,i,i
CCN(C(=O)COC(=O)c1ccc(C)c(S(=O)(=O)N2CCCCC2)c1)C1CCS(=O)(=O)C1 (centres undefined),i,-2,i,i,i,i,i,i,i,i,i
CC1(C)CC(=O)C(C2C3=C(CC(C)(C)CC3=O)Oc3ccc4ccccc4c32)C(=O)C1 (centres undefined),i,-7,i,i,i,i,i,i,40*,i,i
COc1cc2c(cc1/C=C1/NC(=O)N(c3ccccc3)C1=O)OCO2,i,17,i,i,i,i,i,i,i,i,i
O=C(CCN1C(=O)/C(=C/c2cccs2)SC1=S)Nc1ccccn1,i,7,i,i,i,i,i,i,i,i,i
COc1ccc(-n2c(COc3cccc(C)c3)nnc2SCC(=O)O)cc1,i,-5,i,i,i,i,i,i,i,i,i
CC1CCc2c(sc(NC(=O)CSc3nc4c(c(C(F)(F)F)n3)CCc3ccccc3-4)c2C(N)=O)C1 (centres undefined),i,6,i,i,i,i,i,i,i,i,i
O=C1c2ccsc2SCCN1Cc1cccc(Cl)c1,i,-5,i,i,i,i,i,i,i,i,i
CC(=O)Nc1ccc(S(=O)(=O)N(CCCN2CCOCC2)Cc2cccs2)cc1,i,4,i,i,i,i,i,i,i,i,i
Cc1oc(-c2ccc(-c3ccccc3)cc2)nc1CN(C)C1CCOC1 (centres undefined),i,-4,i,i,i,i,i,i,i,i,i
COc1ccccc1C(=O)N(Cc1ccccc1)c1ccc(C)cc1,i,7,i,i,i,i,i,i,i,i,i
[O-][n+]1onc2c1CCc1nnc(-c3ccccc3)cc1-2,i,-6,i,i,i,i,i,i,i,i,i
CCOC(=O)Cn1c(=NC(=O)c2ccc([N+](=O)[O-])s2)sc2ccccc21,i,8,i,i,i,i,i,i,i,i,i
Cc1ccc(C(=O)C2=C(O)C(=O)N(CCN3CCOCC3)C2c2ccccn2)o1 (centres undefined),i,4,i,nt,nt,i,i,nt,nt,i,nt
CCOC(=O)C(C)Sc1nc2c(c(=O)[nH]c(=O)n2C)n1Cc1ccc(Cl)cc1 (centres undefined),-6*,-1,i,i,i,i,i,i,i,i,i
Cc1c(Cl)cccc1NS(=O)(=O)c1ccc(-c2ccc(=O)[nH]n2)o1,i,5,i,i,i,i,i,i,i,i,i
CC(=O)N(CCc1ccccc1)Cc1cc2ccc(C)c(C)c2[nH]c1=O,i,-7,i,i,i,i,i,i,i,i,8.6*
Cc1ccc2nc(NS(C)(=O)=O)sc2c1,i,-8,i,i,i,i,i,i,i,i,i
NS(=O)(=O)c1ccc(NC(=O)CSc2nc3ccccc3[nH]2)cc1,i,-44,i,i,i,i,i,i,i,i,i
NS(=O)(=O)c1ccc(NC(=O)c2ccc3c(c2)OCO3)cc1,i,-3,i,i,i,i,i,i,i,i,i
COc1cc(/C=C(/C(=O)c2cccs2)c2nc3ccccc3[nH]2)ccc1O,i,5,i,i,i,i,i,i,i,i,i
COc1cccc(-c2nc(-c3ccc4c(c3)-c3ccccc3S4(=O)=O)c(-c3ccccc3)[nH]2)c1OC,i,16,i,i,i,i,i,i,i,i,i
O=c1c(C/C=C/c2ccccc2)c(O)ccn1Cc1ccc(Cl)cc1Cl,i,15,i,100*,i,i,i,i,i,i,i
Cc1ccccc1Nc1nc(N)nc(COC(=O)c2ccc(S(=O)(=O)N(C)C)cc2)n1,i,-2,i,i,i,i,i,i,i,i,i

# Going on with the list.
SMILES,TRPC4 inh,SKKanGAS inh,TRPC6 inhibitor,TMEM16A inh,TMEM16A act,TRPC6 act,TRPC4 potent,MrgX1 antag,MrgX1 agonist,TRPC4 agonist,MrgX1 PAM
CCOc1ccc(S(=O)(=O)NCCCN2CCOCC2)cc1,i,-4,i,i,i,i,i,i,i,i,i
COc1ccc2cc3cc(C(=O)N4CCN(c5ccccn5)CC4)oc3nc2c1,i,12,i,i,i,i,i,i,i,i,i
COC(=O)C(NC(=O)c1ccccc1Cl)(Nc1ncc(S(=O)(=O)c2ccc([N+](=O)[O-])cc2)s1)C(F)(F)F (centres undefined),i,13,i,i,i,i,i,i,i,i,i
COc1ccc(CC(=O)Nc2ccc3c(c2)OCO3)cc1S(=O)(=O)N1CCOCC1,i,-3,i,i,i,i,i,i,i,i,i
O=C(NCCc1ccccc1)Nc1cccc(Cl)c1,i,1,i,i,i,i,i,-7*,i,i,i
CCN(CC)C(=O)C1=C(C)NC(=O)NC1c1ccccc1F (centres undefined),i,0,i,i,nt,i,i,i,i,i,i
O=C1CC2(CCCC2)Oc2ccc(F)cc21,i,4,i,i,i,i,i,i,i,i,i
O=C(CC1Oc2ccccc2NC1=O)NCCCN1CCN(Cc2ccccc2)CC1 (centres undefined),i,-2,i,i,i,i,i,i,i,i,i
O=C(O)CCNC(=O)C12CC3CC(CC(C3)C1)C2,nt,-4,i,i,i,i,i,-8.1*,i,i,i
Cc1cccc(-c2nc3sc(C)cc3c(=O)o2)c1,i,2,i,i,i,i,i,i,i,i,i
CCOC(=O)Cc1csc(NC(=O)Nc2cccc(OC)c2)n1,i,-13,i,i,i,i,i,i,i,i,i
COc1ccc2c(C)cc(SCn3nnc4ccccc4c3=O)nc2c1,i,-6,i,i,i,i,i,i,i,i,i
CCO[C@@H]1OC(C(=O)N2CCOCC2)=C[C@H](C)[C@H]1CCCO,i,4,i,i,i,i,i,i,i,i,i
O=C(Nc1ccccc1)c1ccccc1OCc1cccc([N+](=O)[O-])c1,i,-11,i,i,i,i,i,i,i,i,i
CC1CCN(CCCNC(=O)C2CC(=O)N(CCc3ccccc3)C2)CC1 (centres undefined),i,3,i,i,i,i,i,i,i,i,i
O=C(Nc1ccccc1)NC1CCN(CCCN2C(=O)c3ccccc3C2=O)CC1,i,2,i,i,i,i,i,i,i,i,i
c1ccc(CNc2ncnc3sc4c(c23)CCCC4)nc1,i,3,i,i,i,i,i,i,i,i,i

# Compound activity (PubChem)
